# Screening data from PubChem.
# KinaseGlo FLuc – Kinase-Glo luciferase inhibition (counter-screen); Q27757; Potency, µM (highest dose often 38.3 µM), without a hit: at the top dose activity change, negative = inhibition, actives largely listed as inhibitors; 0.28% of 200,000 active; Kinase-Glo luciferase, ATP luminescence, 8 min; further: nearly all actives have a fitted effect of over 60% in size
#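 Light output from Kinase-Glo luciferase with luciferin and 10 uM ATP in 50 mM imidazole pH 7.2, KCl, MgCl2, Tween 20, BSA; compound pin-delivered, 8-min ambient incubation, then luminescence read.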
# IMPase Li inh – IMPase inhibition in cells with lithium potentiation; CHO-M1 cells, IP1 TR-FRET (IP-One), carbachol + lithium; Potency, µM (series often up to 59.4 µM), for the others: at the highest dose activity, negative = IMPase inhibition, most hits filed as inhibitors; 0.35% of 210,000 active; AID 1457;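 further: IP1 builds up when IMPase is blocked and the TR-FRET signal falls; plate controls were basal vehicle for no effect and high inhibitor control for full effect; nearly all actives have a fitted effect of over 50% in size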
#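 Lithium-sensitised IP1 accumulation assay; M1-expressing CHO cells treated 30 min at 37C with compound. Competitive antibody detection by time-resolved FRET followed a 10 min room-temperature lysis step.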
# * = called active by the depositor; u = inconclusive; [ ] = another dose, or the depositor's remark. The call rests on the fitted dose curve; in most records, active means well fitted curve in the direction sought with a large enough effect; inconclusive means small, poorly fitted or top-dose-only effect, or another doubt; inactive means no such curve, though single readings can be large; an effect the other way counts as inactive or inconclusive. Unless noted, on the % scale 0 is the no-effect control and ±100 the full control effect; potency means the concentration at half of the fitted maximal effect.
Compound	KinaseGlo FLuc	IMPase Li inh
COc1cc(CN2CCCCC2)cc2cc(C(=O)O)c(=O)oc12	-6%[7.66 µM]	-12%
Cc1noc(C)c1C(=O)N1CCC2(CCN(C(=O)Nc3ccccc3)CC2)CC1	1%	1%
CC(C)CN1CCCC2(CCN(C(=O)c3cccn3C)CC2)C1	-1%	32%[activator]
COc1ccc(C(=O)N2CCC3(CCN(Cc4ccc(C#N)cc4)CC3)CC2)cc1	-2%	7%
N[C@@H](Cc1[nH]nc2ccccc12)C(=O)O	-2%[7.66 µM]	0%
O=S1(=O)[C@H]([C@H]2CC3c4ccccc4C2c2ccccc23)[C@@H](N2CCCCC2)[C@@H]1c1ccccc1	-9%[7.66 µM]	-5%
CC(C)NC(=O)N1CCC2(CC1)CCN(C(=O)c1csnn1)CC2	0%	-1%
CC(CO)(CO)Nc1ncnc2ccccc12	-12%[7.66 µM]	-5%
NCCNC(=S)S	-2%[7.66 µM]	-1%
CC(C)(N)C(=O)N[C@@H]1C(=O)N2[C@@H]1SC(C)(C)[C@H]2C(=O)O	0%[7.66 µM]	-4%
Cc1nc(N)nc2ccccc12	-7%[7.66 µM]	1%
N#C[C@@H](N=Nc1ccccc1C(=O)O)C(N)=O	-1%[7.66 µM]	2%
O=C(c1csnn1)N1CCC[C@@]2(CCN(Cc3ccccc3)C2)C1	-1%	7%
C/C(=N/NC(=O)c1ccncc1)c1ccccc1Cl	-5%[7.66 µM]	2%
O=C(O)CC(CC(=O)O)n1cccc1	-9%[7.66 µM]	-11%
NCCNS(=O)(=O)c1ccc(N)cc1	0%[7.66 µM]	-13%
O=[N+]([O-])c1ccc(CSCc2ccc(Cl)cc2)cc1	-6%[7.66 µM]	6%
CC(=O)N1CCC2(CCCN(Cc3ccccc3)C2)CC1	-2%	21%
CC(=O)N1CCC2(CCCN(C(=O)Nc3cccc(C#N)c3)C2)CC1	-3%	-4%
COCCn1c(=O)c(-c2ccc(OC)cc2)nc2cnc(Oc3ccc(OC)cc3)nc21	0%	7%
CC1=C(CC[C@H](C)CO)O[C@@H]2C[C@@H]3[C@H]4CC[C@H]5C[C@@H](O)CC[C@]5(C)[C@@H]4CC(=O)[C@@]3(C)[C@@H]12	-3%[7.66 µM]	-1%
CC1(C)O[C@@H]2O[C@H]([C@@H]3COC(C)(C)O3)[C@H](N)[C@H]2O1	-2%[7.66 µM]	-3%
CS(=O)(=O)N1CCC2(CCN(c3ccncc3)CC2)CC1	3%	20%
NC(N)=N[C@H](CC(=O)O)c1ccccc1	-6%[7.66 µM]	2%
O=C(c1ccncc1)N1CCC2(CCCN(c3ccccn3)C2)CC1	-3%	29%
Cc1nc2cncnc2n(-c2ccccc2)c1=O	-3%	-9%
N=c1sc2ccccc2n1CCS (tested in a mixture with another compound)	-5%[7.66 µM]	0%
CCN(CC)CC[n+]1ccc2c(C)c3[nH]c4ccccc4c3c(C)c2c1	-3%[7.66 µM]	4%
CC(C)NC(=O)N1CCC2(CC1)CCN(C(=O)c1cccc(F)c1)CC2	-5%	6%
O=c1c(-c2ccccc2)nc2cnc(N3CCNCC3)nc2n1Cc1cccs1	-2%	13%
Cc1noc(C)c1C(=O)N1CCC2(CCCN(c3ncccn3)C2)CC1	0%	0%
COc1cccc(Cn2c(=O)cnc3cnc(N4CCOCC4)nc32)c1	0%	5%
CC(=O)Nc1nc2ncc(C=O)nc2c(=O)[nH]1	-2%[7.66 µM]	2%
O=S(=O)(c1ccccc1)N1CCC[C@@]2(CCN(Cc3ccccc3)C2)C1	-1%	22%
O=c1c(-c2ccc(F)cc2)nc2cnc(Oc3ccccc3)nc2n1C[C@H]1CCCO1	-2%	-4%
COc1ccc(Cc2ccccc2C(=O)O)c2ccccc12	-2%[7.66 µM]	9%

# Copied from the list:
# O=C(c1ccncc1)N1CCC2(CCCN(c3ccccn3)C2)CC1 in IMPase Li inh has 29%
# N=c1sc2ccccc2n1CCS (tested in a mixture with another compound) in IMPase Li inh has 0%
# O=c1c(-c2ccc(F)cc2)nc2cnc(Oc3ccccc3)nc2n1C[C@H]1CCCO1 in IMPase Li inh has -4%

# Following part.
Compound	KinaseGlo FLuc	IMPase Li inh
CC(C)CN1CC[C@@]2(CCCN(C(=O)c3csnn3)C2)C1	-1%	-9%
Cn1cccc1C(=O)N1CCC2(CCCN(Cc3ccncc3)C2)CC1	0%	26%
COc1ccc(Oc2ncc3nc(-c4ccccc4)c(=O)n(CCC#N)c3n2)cc1	-1%	-6%
[N-]=[N+]=NC[C@@H]1O[C@@H](n2cnc3c(N)ncnc32)[C@@H]2O[C@@H]21	-2%[7.66 µM]	-1%
CCC(=O)Nc1ncnc2ncn(C(=O)CC)c12	-6%[7.66 µM]	-2%
Cn1c(=O)c(CCc2ccccc2)nc2cncnc21	-3%	7%
CN1CCN(c2ncc3nc(CCc4ccccc4)c(=O)n(CCC#N)c3n2)CC1	-2%	5%
COc1ccc(C[C@H](O)CN2CCOCC2)cc1	-12%[7.66 µM]	1%
O=C(O)c1[nH]c(=O)[nH]c(=O)c1CN1CCCCC1	-6%[7.66 µM]	1%
Cc1cc(Cl)ccc1OCC(=O)Nc1nc(N)nc(N)n1	-2%[7.66 µM]	9%
O=C(c1cc(C(F)(F)F)cc(C(F)(F)F)c1)N1CCC2(CCCN(c3ccncc3)C2)CC1	1%	20%
N=C(N)C(N=Nc1ccccc1)C(=N)N (stereo not given)	-4%[7.66 µM]	4%
c1ccc([C@H](CCN2CCCC2)c2ccccn2)cc1	-2%[7.66 µM]	0%
N#CCCSC(=S)[C@H]1CCCC1=N	0%[7.66 µM]	-8%
O=C(Nc1ccc2oc(=O)c(C(=O)O)cc2c1)Oc1ccccc1	-9%[7.66 µM]	2%
COC(=O)N1CCC2(CC1)CCN(c1ccccc1)CC2	-3%	14%
O=C(Nc1cccc(F)c1)N1CC[C@@]2(CCCN(C(=O)c3cnccn3)C2)C1	-3%	6%
Cn1c(=O)c2c(nc(C(=N)SCC(=O)O)n2C)n(C)c1=O	-6%[7.66 µM]	-6%
O=C(SCc1cccc2ccccc12)c1ccc(Cl)cc1	0%[7.66 µM]	-1%
O=C(O)c1ccccc1-c1ccccc1C(=O)Nc1ccc2c(c1)Cc1cc(F)ccc1-2	-4%[7.66 µM]	-3%
CC(C)c1ccc(O)c(O)c(=O)c1 (tested in a mixture with another compound)	0%[7.66 µM]	-7%
NC1=C2NC=N[C@@H]2N(C/C=C\c2ccccc2)C=N1	-2%[7.66 µM]	-9%
COc1ccc(C(=O)N2CCC3(CCCN(Cc4ccccc4OC)C3)CC2)cc1	-3%	19%
CC(=O)N1CCC2(CC1)CCN(c1ccccc1)CC2	-4%	13%
Oc1ccc(Cl)cc1C=Nc1cnc2ccccc2c1	-2%[7.66 µM]	-9%
COc1ccc(-c2cc([C@H](O)C3CCCCN3)c3ccccc3n2)cc1 (stereo not given in full)	-25%[7.66 µM]	u
Cc1cc(=O)[nH]c2cc3oc4ccccc4c3cc12	-3%[7.66 µM]	-2%
O=C(CN1C(=O)c2ccccc2C1=O)NC1(C(=O)O)CCCC1	-4%[7.66 µM]	5%
O=C(O)/C(=C\c1ccncc1)c1cccc2ccccc12	-5%[7.66 µM]	-2%
Nc1nc(N)c2[nH]c(CNc3ccc(C(=O)O)cc3)nc2n1	-1%[7.66 µM]	2%
O=C(c1csnn1)N1CCC2(CC1)CCN(c1ccccc1)CC2	-1%	-4%
CS(=O)(=O)N1CCC2(CCCN(c3ccccn3)C2)CC1	3%	11%
CCCCN(c1ccccc1)c1ncnc2c1cnn2C	-2%[7.66 µM]	-1%
COC(=O)N1CCC2(CCN(Cc3nccs3)CC2)CC1	0%	9%
COCCn1c(=O)c(CCc2ccccc2)nc2cnc(N3CCN(C)CC3)nc21	-2%	9%
Cc1c2cccc(Sc3ccccc3)c2c2c3c(cccc13)[S+](c1ccccc1)C2 (stereo not given)	-7%[7.66 µM]	-3%
COc1ccccc1CN1CCCC2(CCN(C(C)=O)CC2)C1	-2%	17%
O=C(O)CCc1c2ccc(=O)c(O)c-2oc2c(O)c(O)ccc12	-3%[7.66 µM]	-3%
O=CN1CCN(C[C@H](O)CN2CCCCC2)CC1	0%[7.66 µM]	-1%
Cc1noc(C)c1C(=O)N1CCC2(CCCN(C(c3ccccc3)c3ccccc3)C2)CC1	-2%	13%
O=C(O)[C@H]1[C@H](C(=O)O)[C@H](C(=O)O)C[C@@H]1C(=O)O	-4%[7.66 µM]	11%
Cc1noc(C)c1C(=O)N1CCC2(CC1)CN(c1ncccn1)C2	-1%	2%
Cc1cc(C)cc(C(=N)c2ccccc2Cc2cccc3ccccc23)c1	-1%[7.66 µM]	8%
O=C(Nc1cccc2cccnc12)[C@@H]1[C@@H](C(=O)O)[C@H]2CC[C@@H]1O2	-6%[7.66 µM]	-3%
Cn1cccc1C(=O)N1CCC2(CC1)CN(Cc1ccc(C#N)cc1)C2	-1%	23%
COC(=O)N1CCC[C@@]2(CCN(C(=O)Nc3ccc(OC)cc3)C2)C1	0%	4%
c1ccc2c(c1)-c1nc3ccccc3cc1[C@H]2N1CCOCC1	1%[7.66 µM]	1%
CC(C)=CCNc1ncnc2nc[nH]c12	-4%[7.66 µM]	4%
ON(CCc1ccccn1)Cc1ccccc1	-1%[7.66 µM]	10%
N#Cc1ccc(CN2CC[C@@]3(CCCN(C(=O)c4cc(C(F)(F)F)cc(C(F)(F)F)c4)C3)C2)cc1	-1%	18%
N#Cc1ccc(CN2CC[C@@]3(CCCN(C(=O)c4cccc(F)c4)C3)C2)cc1	3%	-1%
COc1ccc(Oc2ncc3nc(-c4ccc(Cl)cc4)c(=O)n(CCC#N)c3n2)cc1	-4%	1%
CSc1ccc(NC(=O)[C@H]2CCCC[C@@H]2C(=O)O)cc1	-2%[7.66 µM]	-9%
O=C(c1cccc(F)c1)N1CCC[C@@]2(CCN(c3cccc(-c4ccccc4)c3)C2)C1	-2%	9%
Nc1ncnc2c1ncn2C[C@@H](O)C(=O)O	-6%[7.66 µM]	-10%
COc1cccc(Cn2c(=O)c(C)nc3cnc(Oc4ccccc4)nc32)c1	-2%	19%
CC1=NCC[N@@+]1(CCc1ccccc1)Cc1ccccc1	-2%[7.66 µM]	8%
CC(C)(C)C1CCC2(CC1)CCN(CCCN1CCOCC1)CC2	-2%[7.66 µM]	5%
COc1ccc(NC(=O)N2CCCC3(CCN(C(C)=O)CC3)C2)cc1	-4%	1%
COc1ccc(C(=O)N2CCC3(CC2)CN(c2ccccc2)C3)cc1	-2%	0%

# 4 compounds drawn at random from those above:
Compound	KinaseGlo FLuc	IMPase Li inh
N#Cc1ccc(CN2CC[C@@]3(CCCN(C(=O)c4cccc(F)c4)C3)C2)cc1	3%	-1%
COc1ccc(Oc2ncc3nc(-c4ccc(Cl)cc4)c(=O)n(CCC#N)c3n2)cc1	-4%	1%
ON(CCc1ccccn1)Cc1ccccc1	-1%[7.66 µM]	10%
CSc1ccc(NC(=O)[C@H]2CCCC[C@@H]2C(=O)O)cc1	-2%[7.66 µM]	-9%

# (continued)
Compound	KinaseGlo FLuc	IMPase Li inh
Cc1noc(C)c1C(=O)N1CCC[C@@]2(CCN(C(=O)Nc3cccc(F)c3)C2)C1	-1%	5%
Cn1cccc1C(=O)N1CCC[C@@]2(CCN(c3ccccn3)C2)C1	0%	8%
CC(=O)N1CCC[C@@]2(CCN(C(=O)Nc3cccc(C#N)c3)C2)C1	-2%	1%
NCCOc1ccccn1	-2%[7.66 µM]	2%
CC(C)C(=O)Cc1ccc2ccccc2n1	-1%[7.66 µM]	-4%
ClC(=Nc1cccc2ccccc12)N(c1ccccc1)c1ccccc1	0%[7.66 µM]	0%
c1ccc2c(c1)c1ccccc1n2Cn1c2ccccc2c2ccccc21	-3%[7.66 µM]	-6%
Fc1cccc(CSc2ncnc3c2ncn3[C@H]2CCCS2)c1	1%[7.66 µM]	0%
Nc1nc(N)c(N=Nc2ccc(C(=O)O)c(O)c2)c(N)n1	-5%[7.66 µM]	2%
CCOC(=O)c1c2c(n3ccccc13)C(=O)c1ccccc1C2=O	-3%[7.66 µM]	14%
O=C(c1cccc(F)c1)N1CCC2(CC1)CCN(c1ccc(-c3ccccc3)cc1)CC2	-2%	4%
N[C@H](CO)C(=O)NCC(=O)O	-1%[7.66 µM]	5%
O=C(O)c1ccccc1NCn1c(=S)sc2ccccc21	-6%[7.66 µM]	2%
Nc1c(S(N)(=O)=O)cc(S(N)(=O)=O)cc1S(N)(=O)=O	-2%[7.66 µM]	-11%
Cc1c(Cl)c(S(N)(=O)=O)cc(S(N)(=O)=O)c1NC(=O)c1ccc(Cl)cc1	-3%[7.66 µM]	-9%
CC[C@](N)(C(=O)O)C(C)C	-2%[7.66 µM]	3%
Cc1c(-c2nc(N)nc(C3CC3)c2C)nc(N)nc1C1CC1	-1%[7.66 µM]	11%
CC(=O)N1CCC[C@@]2(CCN(Cc3ccccc3)C2)C1	1%	1%

# An excerpt. The share of hits here may be higher or lower than overall.
